TTR transcr act: increases transthyretin transcription. activation, % at 16.7 µM. actives 1.3% (n = 92,000). SH-SY5Y TTR promoter Gaussia luciferase, luminescence; 100% = recombinant luciferase protein wells. AID 1117267;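 active = activation above the mean of all tested compounds plus 3 SD, cut at about 9.5% in these data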;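 also: cells exposed to compounds for one day before reading; 0% = median of all test compound wells on the plate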
Active calls of the source: *. This is a subset (hit frequency here may not be typical).

TTR transcr act	compound
-1.8	CN1C(=O)/C(=C/C=C2\SCCN2C)N(C)C1=S
-1.5	CCc1nnc(NC(=O)CCc2ccc(C)o2)s1
2.7	c1cncc(CNc2ncnc3ccc(-c4cccnc4)cc23)c1
0.2	O=C(c1c[nH]c2ccc(F)cc2c1=O)N1CCCCCC1
0.2	Cc1ccc(-c2nn(-c3ccccc3)cc2CC(=S)N2CCOCC2)cc1
-4.6	O=C(CCc1ccccc1)NC(NC(=S)Nc1ccc(Cl)cc1)C(Cl)(Cl)Cl (stereo not drawn)
0.6	CN(C)CCCNc1nc2cc(-c3ccc(C(=O)N4CCN(C)CC4)cc3)sc2c(=O)n1C
6.0	NNS(=O)(=O)c1ccc(Sc2ccccn2)c([N+](=O)[O-])c1

The closing 2 entries of the part before open the next one:
TTR transcr act	compound
0.6	CN(C)CCCNc1nc2cc(-c3ccc(C(=O)N4CCN(C)CC4)cc3)sc2c(=O)n1C
6.0	NNS(=O)(=O)c1ccc(Sc2ccccn2)c([N+](=O)[O-])c1
0.1	COc1ccccc1NC(=O)N1CCN(c2ccc(F)cc2)CC1
0.4	Cc1cc(OC(=O)c2ccc(C)c(C)c2)c([N+](=O)[O-])c(=O)[nH]1
-1.7	Nc1c(C(=O)Nc2ccccc2)sc2nc3c(c(-c4ccco4)c12)CCC3
-1.9	Cc1csc(NC(=O)C2CCCN2C(=O)OCC(C)C)n1 (stereo not drawn)
2.4	CCO[C@@H]1OC(C(=O)NC2CC2)=C[C@H](C)[C@H]1CCCO
0.7	Cc1ccc(NC(=O)OC(C)N2CCCCC2)cc1NC(=O)OC(C)N1CCCCC1 (stereo not drawn)
15*	C/C(CC(=O)Nc1ccc(N(C)C)cc1)=N\NC(=O)c1ccccc1F
8.8	O=C(COc1ccccc1)NCc1ccc(-n2cccc2)cc1
7.1	CC(C)C[C@@H](N)c1nnc(SCC(=O)c2ccc(Cl)cc2)o1
0.2	CCCNC(=O)c1sc2c(c1C(=O)Nc1ccccn1)CCCC2
2.4	Cc1cc(OCC(=O)N[C@@H](Cc2c[nH]c3ccccc23)C(=O)O)c2c(C)c(C)c(=O)oc2c1
-0.6	COC(=O)c1cc(Cl)c(NC(=O)/C=C/c2ccc(OC)c(OC)c2)cc1OC
-0.6	COc1ccc(-c2nc(O)c3cnccn23)cc1
-1.1	CCOc1c2ccccc2nn1CCO
-3.4	O=C(Nc1ccc2c(c1)OCO2)Nc1ccc(Br)cn1
-3.5	O=C1c2ccccc2C(=O)N1CCC#Cc1ccc2cc(C3(O)CCCCC3)oc(=O)c2c1
1.2	O=C(CN(Cc1ccccc1)C(=O)CCC(=O)Nc1nccs1)NCc1ccc(F)cc1
-1.3	Cc1ccccc1OCc1nc2ccccc2c(=O)n1/N=C/c1cn[nH]c1-c1ccccc1
-1.0	CCn1c(CNC(=O)c2ccc(Cl)cc2)nnc1SCC(=O)NC1=NCCS1
2.8	CCOC(=O)/C(=N\Nc1ccccc1)c1csc(Nc2ccc(C)cc2)n1
-0.4	COc1cc(Cl)ccc1OCc1cc(C(=O)N2CCN(C)C(=O)[C@@H]2C)no1
-0.2	COc1cccc2c(=S)c(CCC(C)=O)c(C)[nH]c12
-1.1	CCCCN(C(=O)CC1CCCC1)c1c(N)n(CC(C)C)c(=O)[nH]c1=O
0.5	O=C(NCc1ccc(-c2nc3ccccc3s2)cc1)c1ccc(Br)o1

Part of the list above in order of SMILES length, ascending:
TTR transcr act	compound
-1.1	CCOc1c2ccccc2nn1CCO
-0.6	COc1ccc(-c2nc(O)c3cnccn23)cc1
-3.4	O=C(Nc1ccc2c(c1)OCO2)Nc1ccc(Br)cn1
8.8	O=C(COc1ccccc1)NCc1ccc(-n2cccc2)cc1
-0.2	COc1cccc2c(=S)c(CCC(C)=O)c(C)[nH]c12
0.2	CCCNC(=O)c1sc2c(c1C(=O)Nc1ccccn1)CCCC2
0.5	O=C(NCc1ccc(-c2nc3ccccc3s2)cc1)c1ccc(Br)o1
7.1	CC(C)C[C@@H](N)c1nnc(SCC(=O)c2ccc(Cl)cc2)o1
15*	C/C(CC(=O)Nc1ccc(N(C)C)cc1)=N\NC(=O)c1ccccc1F
-1.0	CCn1c(CNC(=O)c2ccc(Cl)cc2)nnc1SCC(=O)NC1=NCCS1
-1.1	CCCCN(C(=O)CC1CCCC1)c1c(N)n(CC(C)C)c(=O)[nH]c1=O
-0.6	COC(=O)c1cc(Cl)c(NC(=O)/C=C/c2ccc(OC)c(OC)c2)cc1OC
1.2	O=C(CN(Cc1ccccc1)C(=O)CCC(=O)Nc1nccs1)NCc1ccc(F)cc1
-1.3	Cc1ccccc1OCc1nc2ccccc2c(=O)n1/N=C/c1cn[nH]c1-c1ccccc1
-3.5	O=C1c2ccccc2C(=O)N1CCC#Cc1ccc2cc(C3(O)CCCCC3)oc(=O)c2c1

Continuation.
TTR transcr act	compound
5.2	C/C(=N\NC(=O)C1CC1)c1cccs1
0.8	COc1ccc(CCN(Cc2cccs2)S(=O)(=O)c2ccc(-n3cnnn3)c(OC)c2)cc1OC
0.7	COc1ccc2c(-c3ccccc3)cc(N3CCOCC3)nc2c1
4.9	N#CN1CCC(NS(=O)(=O)c2ccc(F)cc2)C1 (stereo not drawn)
-1.6	NS(=O)(=O)c1ccc2nc(NC(=O)Nc3ccc(F)cc3)sc2c1
-1.1	C[C@H](CO)N1C[C@H](C)[C@@H](CN(C)C(=O)c2cccnc2)Oc2ncc(Br)cc2C1=O
1.7	Cc1c(-c2nc3ccccc3[nH]2)cnn1C
0.3	COc1ccc(C(=O)c2ccc3oc(-c4ccc(OC)cc4)c(C#CCCO)c3c2)cc1
-5.2	C=CC[C@@H](CC(=O)N[C@@H](CO)Cc1ccccc1)C(=O)N[C@H](COC(=O)[C@H](CC=C)CC(=O)OC(C)(C)C)Cc1c[nH]c2ccccc12
0.6	CC(C)(C)c1ccc(OCCNC(=O)c2ncn[nH]2)cc1
-2.4	COc1ccc(C(C)C)cc1S(=O)(=O)N1CCC(C(=O)N2CCN(C)CC2)CC1
-0.9	O=C(NCc1ccccn1)c1ccc2c(c1)N(Cc1ccccc1)CCS2
1.0	COc1ccc(OC(=O)COc2ccccc2C)cc1
-1.7	Cn1c(=O)[nH]c(=O)c2c1nc(N1CCOCC1)n2CC(O)COc1ccc2ccccc2c1 (stereo not drawn)
-1.8	CC1=Nn2c(nnc2C2CCCCC2)SC1
-1.4	O=C(NC(=S)Nc1ccccc1)c1cc([N+](=O)[O-])ccc1N1CCOCC1
-2.4	OCCC1CN(Cc2nc(-c3ccccc3)cs2)CCN1Cc1ccc(F)cc1 (stereo not drawn)
-4.0	c1ccc2c(CSCCc3ccncc3)cccc2c1
3.4	Cc1ccc2nc(NC(=O)C3CCN(S(=O)(=O)c4cnc[nH]4)CC3)sc2c1
-0.2	CCOc1ccc(NC(=S)N(CCc2c(C)[nH]c3ccccc23)Cc2ccco2)cc1
-0.5	COc1ccc(-c2nnc(-c3cc4c(ccc5ccccc54)oc3=O)o2)cc1
0.7	Cc1ccc(CNC(=O)CCN2C(=O)[C@@H]3Cc4ccccc4CN3C2=O)cc1
0.6	N#Cc1ccc(OCC(=O)NCCCN2CCCC2=O)cc1
-0.8	NS(=O)(=O)c1ccc2c(c1)C1C=CCC1C(C1CC=CCC1)N2 (stereo not drawn)
-4.2	COc1cc(C(=O)Nc2nc3ccccc3s2)ccc1OCc1c(C)noc1C
1.1	C#CCNC(=O)/C=C/c1ccc(OC)cc1
-2.1	CC(=O)c1ccc(N2CCN(CC(O)COCc3ccco3)CC2)cc1 (stereo not drawn)
3.2	C[C@@H]1CCCCO[C@H](CN(C)C(=O)CCC(F)(F)F)[C@@H](C)CN([C@H](C)CO)C(=O)c2cc(NC(=O)c3ccncc3)ccc2O1
4.6	Cc1cc2ccccn2c1C(=O)c1ccc(N/N=C/c2ccc(C(=O)O)cc2)c([N+](=O)[O-])c1
1.4	Cc1ccc(S(=O)(=O)N2CCOCC2)cc1NC(=O)COC(=O)CNC(=O)c1ccc(C(C)(C)C)cc1
1.6	Cc1cnc(NC(=O)COc2ccc3c(c2)CCC3)s1
1.2	O=C(Cn1cnc2c(nnn2Cc2ccc(F)cc2)c1=O)NCc1ccc(F)cc1
-0.8	Cc1cc(C)c2c(CN3CCCCCCC3)cc(=O)oc2c1
3.6	CCCCC(CC)CNC(=O)C1C2C=CC(C2)C1C(=O)O (stereo not drawn)
-1.3	Fc1cc(F)cc(NC(=S)NN2CCOCC2)c1
-1.4	O=C(c1ccco1)N1CCN(C(=O)C2CC2)CC1
0.3	COc1ccc(F)cc1S(=O)(=O)Nc1ccncc1
-1.0	COCc1[nH]nc2c1C(c1ccc(OC)c(OC)c1)C(C#N)=C(N)O2 (stereo not drawn)
-1.1	CCOC(=O)C1=C(CS(=O)(=O)c2ccccc2)NC(=O)NC1c1cccc(OC)c1 (stereo not drawn)
-0.5	O=[N+]([O-])c1ccc(COn2nnc3ccccc32)cc1
-1.6	CC(=O)NC(C(=O)NCC(N)=O)C(C)C (stereo not drawn)
-1.7	Cn1c(=O)c2c(nc(OCc3ccccc3)n2C)n(C)c1=O
4.2	CN1CCN(C(=O)COCc2cc(-c3ccc4c(c3)OCO4)on2)CC1
0.0	COc1ccc(S(=O)(=O)N2CN(Cc3ccco3)c3nc4ccccc4nc32)cc1
-0.1	O=C(NCc1ccccc1)[C@@H]1C[C@H]1[C@@H](NP(=O)(c1ccccc1)c1ccccc1)c1ccccc1
0.2	O=C(/C=C\c1ccc2c(c1)OCO2)Nc1nnc(SCC(=O)OCc2ccccc2)s1
-0.7	O=C(COc1ccccc1Cl)N1CCN(c2ccc([N+](=O)[O-])c(N3CCCCC3)c2)CC1
0.2	COCCCNC(=O)C[C@H]1C[C@H](C(=O)N2CCOCC2)[C@@]2(C)c3[nH]c4ccc(Cl)cc4c3CCN2C1=O
-0.2	Cc1ccc(S(=O)(=O)N2CCN(C(=O)c3cc(=O)c4ccccc4o3)CC2)cc1
1.5	COc1ccc(OCCN(C)CC(=O)Nc2ccccc2SC)cc1
1.9	COC(C(=O)NC1CC1)c1ccccc1 (stereo not drawn)
-0.6	Cc1cccc(Nc2sc(C(=O)c3cc4cc(Cl)ccc4o3)c(N)c2C#N)c1
-2.6	Cc1ccsc1/C=N/NC(=O)c1cccs1
1.3	COc1ccc([C@@H]2[C@@H]3C(=O)N(C(C)(C)C)C(=O)[C@@H]3[C@]3(Cc4ccc(Cl)cc4)C(=O)N(c4cccc(Br)c4)C(=O)N23)cc1
-0.4	O=C(Nc1cccc2ccccc12)c1ccc(Br)o1
-0.8	Cc1[nH]c(=O)[nH]c(=O)c1/C=N/NC(=O)[C@@H](N)CC(C)C

Additional entries
TTR transcr act	compound
-0.3	Cc1ccccc1N1CCN(S(=O)(=O)c2ccc3ccccc3c2)CC1
3.7	COC(=O)NNC(=O)C1CCC(C(=O)NNC(=O)OC)CC1 (stereo not drawn)
2.9	CCCNC(=O)C(Cc1cccc(C#N)c1)NC(=O)c1ccc(C#N)cc1 (stereo not drawn)
-1.6	O=C(O)CCCc1nc2ccccc2s1
-0.7	CCN(CC)c1ccc2cc(-c3nc4ccccc4n3C)c(=O)oc2c1
0.1	O=[N+]([O-])c1cc(CN(CCO)CCO)ccc1O
-6.1	CN(Cc1nc(Cc2ccccc2F)no1)Cc1cccc2ncccc12
2.1	COc1cc2[nH]c(=O)c(C(=O)NCc3ccccc3Cl)c(O)c2cc1OC
-1.3	Cc1ccc(S(=O)(=O)NCCC(=O)Oc2ccc3ccc(=O)oc3c2)cc1
-1.0	CCn1c(=N)n(CC(=O)c2cccc([N+](=O)[O-])c2)c2ccccc21
2.0	CCN1CCN(c2c(Cl)cccc2NC(=O)c2cc3ccccc3o2)CC1
-2.4	Cc1ccc(N2CCN(C(=O)c3cc(C(=O)c4ccccc4C)c[nH]3)CC2)c(C)c1
1.2	CCn1nc(C)c(CNC(=O)C2CCC(=O)N(CCc3ccc(Cl)cc3)C2)c1C (stereo not drawn)
1.5	CCOC(=O)c1ccc(NC(=O)Cn2ccc([N+](=O)[O-])n2)cc1
0.2	COc1ccc(Cl)cc1C(=O)NNC(=O)c1ccncc1
0.6	CCc1nc(N2CCN(C(=O)c3ccco3)CC2)c2oc3ccccc3c2n1
2.5	COc1ccccc1NC(=O)CCC(=O)OCc1ccc(Cl)cc1
-1.2	Cc1cc(N2CCC(C)CC2)nc2ccccc12
-1.5	Cc1ccc(NC2CCCN(C(=O)c3cccnc3)C2)cc1C (stereo not drawn)
2.5	O=C(COC(=O)C1(c2ccc(F)cc2)CCCC1)NCc1ccco1
-0.5	CN1CC[C@@H]2C(=O)N3CCc4ccc(Br)cc4[C@@H]3C[C@@H]21
0.5	CCOC(=O)c1ccc(Oc2cc(C)nc(Cl)n2)cc1
0.2	CC1(NC(=O)CCc2nc3sc4c(c3c(=O)[nH]2)CCCC4)CCS(=O)(=O)C1 (stereo not drawn)
1.4	C/C(N)=C(/C#N)C(=O)COC(=O)CCSc1ccccc1Cl
-2.2	CC(NC(=O)c1ccc(OC2CCN(Cc3ccccn3)CC2)cc1)c1ccccc1 (stereo not drawn)
0.3	c1ccc(CNc2nc(-c3cccnc3)cs2)cc1
13*	C[C@H]1CN([C@@H](C)CO)C(=O)Cc2cc(NS(C)(=O)=O)ccc2O[C@@H]1CN(C)Cc1ccc(Cl)c(Cl)c1
-2.4	COc1ccc(NC(=O)c2ccc(C)cc2)cc1
-2.9	CCCCN(C(C)=O)c1ccc2c(c1)C1CC2CCN1C(=O)OCc1ccccc1 (stereo not drawn)
-1.9	COc1ccc(NC(=O)Nc2cccs2)cc1Cl
-1.7	Cc1cc(N2C(=O)CC(Cc3ccc(Cl)cc3)C2=O)no1 (stereo not drawn)
-1.4	CC(C)=CCC[C@H](C)CC1Cc2[nH]c(=S)[nH]c(=O)c2C(c2ccc(Cl)cc2)O1 (stereo partly drawn)
-0.5	O=C1C2C3CCC(O3)C2C(=O)N1c1cc(OCC(F)F)cc([N+](=O)[O-])c1 (stereo not drawn)
-0.9	CCc1cccc(NC(=O)[C@@H]2CCCN2C2=NS(=O)(=O)c3ccccc32)c1
1.3	Cc1ccc(N2C(=O)C(CC(=O)Nc3cccc(F)c3)N(CCc3ccncc3)C2=O)cc1 (stereo not drawn)
1.0	COc1cc(C(=O)NCC(=O)N/N=C/c2c(C)[nH]c3ccccc23)cc(OC)c1OC
